# Source: PubChem BioAssay
# Mot1-301 SUMO = SUMOylation pathway inhibition by Mot1-301 growth rescue. S. cerevisiae Mot1-301 growth rescue, ATP luminescence, 38.5C; percent above DMSO median, 100 means doubled. growth rescue, % at 18.8 µM. 320,000 compounds, 1% hits;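 active means every valid replicate shows activation above 250% relative to neutral control wells; inactive means the rest, any valid replicate at or below 250%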;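 further: OY570 slx delta 5 strain wells were the positive control but not used for scaling; some compounds called inactive have numbers as strong as hits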
# OPRM1-OPRD1 inv = inverse agonist of human OPRM1-OPRD1 heterodimerization; cell-based MOR-DOR heterodimer luminescence, inverse agonism; inhibition, % at 9.3 µM; 340,000 compounds, 0.21% hits; in the data active means inhibition above about 22%, passing the limit was not always enough;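 further: 0% = cells with DMSO and 100% = wells without cells with DMSO; values of inactives mirror those of a sister screen read the other way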
# Target sequence (P35372 whole entry, looked up): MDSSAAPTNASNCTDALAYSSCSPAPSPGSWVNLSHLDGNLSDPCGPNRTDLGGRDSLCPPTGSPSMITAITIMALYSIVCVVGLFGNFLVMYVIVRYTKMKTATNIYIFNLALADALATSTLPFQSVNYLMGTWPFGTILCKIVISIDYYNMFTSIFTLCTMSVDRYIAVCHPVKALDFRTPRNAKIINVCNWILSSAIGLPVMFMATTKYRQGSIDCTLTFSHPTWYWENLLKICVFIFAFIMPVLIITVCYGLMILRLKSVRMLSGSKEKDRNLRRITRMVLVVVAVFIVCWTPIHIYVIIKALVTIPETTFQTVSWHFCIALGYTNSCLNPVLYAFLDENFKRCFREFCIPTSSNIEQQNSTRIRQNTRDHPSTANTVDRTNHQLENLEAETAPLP
# Target sequence (P41143 whole entry, looked up): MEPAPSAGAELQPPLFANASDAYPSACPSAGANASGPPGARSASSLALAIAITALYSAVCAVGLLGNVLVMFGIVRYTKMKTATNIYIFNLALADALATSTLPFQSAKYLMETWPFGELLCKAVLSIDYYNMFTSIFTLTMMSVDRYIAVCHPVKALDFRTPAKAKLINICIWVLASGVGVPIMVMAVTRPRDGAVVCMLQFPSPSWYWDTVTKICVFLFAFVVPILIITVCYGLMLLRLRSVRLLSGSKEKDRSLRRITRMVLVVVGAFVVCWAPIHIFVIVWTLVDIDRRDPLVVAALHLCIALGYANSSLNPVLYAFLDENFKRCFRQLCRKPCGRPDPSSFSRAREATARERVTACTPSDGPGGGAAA
# Tat export inh = inhibitors of E. coli Tat protein transport; E. coli MC4100 TorA-mCherry Tat export, fluorescence; inhibition, % at 10 µM; 340,000 compounds, 0.036% hits; AID 488895;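 active means mean replicate inhibition at least 50% and at least half of replicates individually reaching 50%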;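 further: exported cargo escapes ClpAP degradation while cytoplasmic cargo is degraded and loses fluorescence; 0% = median of neutral control wells and 100% = median of NaSCN control wells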
# Pemphigus Ab inh = human desmoglein-3 autoantibody binding inhibition. AID 588358. 310,000 compounds, 0.48% hits. P32926. DSG3-coupled beads, scFv-anti-DSG3-GFP binding, flow cytometry; stronger effect = lower value. binding (percent of control), % at 10 µM;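 active means binding more than 3 SD below its plate's average and above zero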;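 further: hits lower antibody fragment binding to DSG3; some compounds called inactive have numbers as strong as hits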
# PfHsp90 yeast 2 = growth inhibition of yeast expressing Plasmodium Hsp90; S. cerevisiae expressing PfHsp90, BacTiter-Glo ATP, 48 h; yeast lacking PDR1 and PDR3 efflux regulators; inhibition, % at 9.4 µM; 310,000 compounds, 0.32% hits;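 active means every replicate shows inhibition above about 80%, whatever the replicate mean, limit read from the data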;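 further: 0% = DMSO neutral controls and 100% = 20 µM radicicol positive controls; yeast relying on Plasmodium falciparum Hsp90 in place of its own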
# phage Ecoli inh = E. coli growth loss with phage present. AID 651602. 360,000 compounds, 0.26% hits. growth absorbance. inhibition, % at 11.9 µM; in the data active means inhibition above about 11%
# Arrestin-AP2 inh = inhibitors of human beta-arrestin and AP2 interaction | FITC-arrestin peptide / GST-AP2 beads, flow cytometry; AP2 beta2 appendage carries R879A mutation | inhibition, % at 10 µM | 340,000 compounds, 0.31% hits | AID 504490;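 active means inhibition above a set limit, near 3 SD of compounds lacking own fluorescence, cut at about 54% in these data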;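 further: plate controls were DMSO wells for no effect and 5 µM unlabelled arrestin peptide for full effect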
#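 system = GST-tagged AP2 beta2-adaptin appendage (R879A) on 4 µm glutathione beads | reagent = FITC-labelled arrestin peptide probe, 50 nM final | schedule = compound with beads 12 min RT, then probe 1 h RT | signal = HyperCyt-sampled flow cytometry, FL1 channel, ex 488/em 535 nm | read-out = percent response from loss of bead-bound FITC fluorescence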
# PKA-R1A act = activators of PKA-R1A complex; 340,000 compounds, 0.083% hits; PKA-R1A dissociation, Cy5-IP20 fluorescence polarization; scaled: DMSO 0%, 113 µM cGMP 100%; activation, % at 11.4 µM; AID 504707; P00514+P68181;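 active means percent activation above the mean of all tested compounds plus 3 SD, cut at about 19% in these data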;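 further: higher means more PKAc released from R1A so a rise in polarization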
# AddAB inh = less growth of phage-infected E. coli with AddAB | E. coli expressing H. pylori AddAB, absorbance growth | inhibition, % at 11.9 µM | 330,000 compounds, 0.29% hits; in the data active means inhibition above about 12%;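 further: 0% = vehicle wells of infected cells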
# Ecoli viability = bacterial growth inhibition, counter-screen for AddAB inhibitors; E. coli V3065 growth, OD600 absorbance, 18 h; inhibition, % at 11.9 µM; 330,000 compounds, 0.27% hits; AID 449728;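 active means inhibition above the campaign's mean inhibition across all tested compounds plus 3 SD, cut at about 9.9% in these data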;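 further: uninfected addAB+ strain grown without phage in ampicillin broth; 0% = DMSO wells and 100% = ciprofloxacin 0.95 µg/ml wells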
# MOR-DOR ag = OPRM1-OPRD1 heterodimerization agonism; activation, % at 9.3 µM; cells, luminescence; 340,000 compounds, 0.3% hits; in the data active means activation above about 18%;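 further: 0% = vehicle-treated cells and 100% = reference agonist; values of inactives mirror those of a sister screen read the other way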
# * = called active by the depositor; x = not tested or not shown. Not a hit list; about 2.8% have a hit in one of these screens.
Compound	Mot1-301 SUMO	OPRM1-OPRD1 inv	Tat export inh	Pemphigus Ab inh	PfHsp90 yeast 2	phage Ecoli inh	Arrestin-AP2 inh	PKA-R1A act	AddAB inh	Ecoli viability	MOR-DOR ag
O=C(CNC(=O)c1ccc(Cl)cc1)Nc1ccccc1C(F)(F)F	-11	16	-2	96	-3	0.1	10	-6	-0.7	-1.0	-3.2
COc1ccc(NC(=S)N(CCO)Cc2ccccc2)cc1	7	18	-2	113	x	x	-20	-10	2.0	0.5	-3.9
N#C/C(=C(/O)c1ccc2c(c1)OCO2)c1nc2cc(C(F)(F)F)ccc2s1	5	11	4	118	-7	0.1	2	-8	2.3	2.1	-2.2
Cc1onc(-c2ccccc2)c1C(=O)N1CCCCCC1	-16	2	0	100	3	1.0	8	-16	-2.0	0.2	-0.3
COc1ccc(C/C(C)=N/NC(=O)c2cccnc2)cc1	-15	7	10	109	27	4.9	1	-15	1.2	0.5	-1.3
O=C(Nc1nncs1)C12CC3CC(CC(C3)C1)C2	-8	3	1	x	22	2.8	16	6	0.5	1.4	-0.6
COc1cc(C(=O)OC(C)C(=O)NC2CCCCC2C)c([N+](=O)[O-])cc1OC (centres undefined)	18	-32	6	113	x	3.8	2	3	2.6	-0.2	4.9
O=C(CCn1nc(-c2ccccc2)c2ccccc2c1=O)NCC1CCCO1 (centres undefined)	-6	14	6	104	27	1.5	-7	-3	0.5	-2.2	-2.2
COc1ccccc1OCc1ccc(C(=O)NC(C)c2ccccc2)o1 (centres undefined)	73	3	-5	108	18	1.1	2	-11	0.8	2.6	-0.6
CN1CCN(CCC(=O)N/N=C/c2cc3c(cc2[N+](=O)[O-])OCO3)CC1	-3	17	-5	108	-43	-0.2	14	8	3.7	2.9	-3.2
CCCc1nnc(NC(=O)C(CC)OC(=O)c2cc(C)nc3ccccc23)s1 (centres undefined)	x	8	-7	x	21	3.2	6	8	2.4	-1.2	-1.5
CCN(CC)CCNC(=O)/C(=C\c1cccn1C)NC(=O)c1cccs1	-8	12	-3	112	-17	4.6	-4	-8	0.9	0.2	-2.3
O=[N+]([O-])c1ccc2[nH]c(O)c(N=NC(=S)NCC3CCCO3)c2c1 (centres undefined)	9	22	-20	99	x	1.8	6	-9	0.0	2.6	-4.1
COc1ccc(NC(=S)NCc2ccc(F)cc2)c(OC)c1	0	-1	1	99	-3	3.0	12	-8	1.2	-0.5	0.3
COc1ccc(-c2nnc3n(CCc4ccccc4)c(=O)c4ccccc4n23)c(OC)c1	13	6	4	102	107*	0.5	-1	-6	-2.1	-1.2	-1.2
CCCN1C2CCCC1CC(NC(=O)c1ccccc1OCC)C2 (centres undefined)	-7	10	-6	102	30	1.7	-7	6	1.0	-3.2	-1.6
COc1ccc(CCN(Cc2ccccn2)C(=S)Nc2ccccc2Cl)cc1OC	258	12	2	x	-13	0.3	21	-4	3.0	1.0	-2.7
CCCc1c(C)[nH]c2ccc(NC(C)=O)cc2c1=O	-22	-4	-3	110	-15	1.5	2	-6	5.0	1.6	0.7
Cc1ccc2[nH]c(=O)cc(C(=O)OCC(=O)c3ccccc3)c2c1	-3	-37	7	100	17	0.7	-4	0	3.8	1.4	6.5
O=C(NCc1ccccc1Cl)C1CCN(S(=O)(=O)c2cccs2)CC1	-24	-9	8	103	-18	9.3	5	-9	12	6.8	1.3
O=C(CN(C(=O)CSc1nc2ccccc2o1)c1ccccc1F)NC1CCCCC1	-24	-6	2	110	22	3.0	34	1	3.2	-3.3	0.8
Cc1cc(N(CC(=O)NC(C)C)S(C)(=O)=O)ccc1Br	-6	4	6	109	23	2.2	5	3	-1.0	-0.5	-0.7
COCCN1C(=O)C(O)=C(C(C)=O)C1c1ccc(F)cc1 (centres undefined)	x	-2	5	99	-3	-0.5	1	-4	-2.0	-1.9	0.4
CCOc1ncccc1C(=O)OCC(=O)Nc1cc(C)ccc1C	-1	-2	3	96	-11	1.2	-3	-3	4.7	-0.2	0.4
O=C(c1cc(COc2ccc3ncccc3c2)on1)N1CCCCCC1	4	5	-10	105	4	0.1	45	7	2.9	3.0	-1.1
O=C(NNC(=S)NC(=O)c1cccnc1)c1ccc(Cl)cc1	-4	27	11	x	34	-1.7	13	5	-6.0	-1.8	-5.2
Cc1nn(C)c(N)c1C(O)(c1nccn1C)C(F)(F)F (centres undefined)	15	3	3	95	-13	1.8	-8	3	2.1	0.3	-0.5
CCCC(C(=O)NC1CCCC1)N(CC1CCCO1)C(=O)c1snc(C(N)=O)c1N (centres undefined)	3	5	-12	100	6	1.9	3	-8	-1.7	-3.1	-0.8
O=C1CC2(CCN(C(=O)c3ccccc3[N+](=O)[O-])CC2)Oc2ccccc21	-14	10	-3	103	-1	1.3	-6	-10	-1.7	-1.9	-2.1
COc1ccc(CCC(=O)OCC(=O)c2c(N)n(CC(C)C)c(=O)n(C)c2=O)cc1	8	-14	3	101	-6	2.3	49	-1	1.2	-1.6	2.0
O=C(Nc1sccc1C(=O)N1CCOCC1)c1cccnc1	-9	13	3	97	-48	x	5	2	0.6	-0.2	-2.5
N=c1sccn1CC(=O)Nc1ccccc1-c1ccccc1	x	7	1	102	-1	2.3	20	-1	0.0	0.2	-1.2
O=C(O)c1ccccc1-c1ccc(/C=c2\sc3nc4cc(Br)cnc4n3c2=O)o1	6	1	15	43*	-37	x	41	7	-3.2	-5.5	-0.2
CCCc1nc(N)c(C#N)c(-c2ccco2)c1CC	14	10	-1	100	10	0.9	2	-8	-0.3	-3.2	-2.0
COc1ccc(C(=O)NCc2cnn(C)c2)cc1OC1CCN(C(C)C)CC1	-12	5	-2	106	15	0.2	53	4	2.5	-3.4	-0.9
CCOC(=O)C1CCN(C(=O)c2ccc3c(Cl)c4c(nc3c2)CCCC4)CC1	19	-4	4	121	34	-0.2	21	2	2.4	-3.3	0.8
NC(=O)CC(NC(=O)Cc1ccc(Cl)cc1)c1ccc(NC2CCCCCCC2)c([N+](=O)[O-])c1 (centres undefined)	-10	8	3	101	13	2.8	-3	0	0.8	-0.2	-1.4
COc1ccc(NC(C)=O)cc1S(=O)(=O)N1CCN(C(=O)c2ccccc2F)CC1	300	11	20	100	-10	1.4	0	-12	1.6	-0.4	-2.2
Clc1ccc(CNc2ccccc2NCc2ccc(Cl)nc2)cn1	42	-10	-3	108	36	3.5	-7	-1	-2.5	-2.6	2.1
CCC1CCCCN1C(=O)Nc1ccc(F)cc1 (centres undefined)	-10	-1	3	92	-16	0.9	-2	3	2.2	0.4	0.1

# Full records, looked up by structure.
# O=C(NNC(=S)NC(=O)c1cccnc1)c1ccc(Cl)cc1 across the screens: Mot1-301 SUMO = -4; OPRM1-OPRD1 inv = 27; Tat export inh = 11; Pemphigus Ab inh = x; PfHsp90 yeast 2 = 34; phage Ecoli inh = -1.7; Arrestin-AP2 inh = 13; PKA-R1A act = 5; AddAB inh = -6.0; Ecoli viability = -1.8; MOR-DOR ag = -5.2
# Cc1cc(N(CC(=O)NC(C)C)S(C)(=O)=O)ccc1Br across the screens: Mot1-301 SUMO = -6; OPRM1-OPRD1 inv = 4; Tat export inh = 6; Pemphigus Ab inh = 109; PfHsp90 yeast 2 = 23; phage Ecoli inh = 2.2; Arrestin-AP2 inh = 5; PKA-R1A act = 3; AddAB inh = -1.0; Ecoli viability = -0.5; MOR-DOR ag = -0.7

# (cont.)
Compound	Mot1-301 SUMO	OPRM1-OPRD1 inv	Tat export inh	Pemphigus Ab inh	PfHsp90 yeast 2	phage Ecoli inh	Arrestin-AP2 inh	PKA-R1A act	AddAB inh	Ecoli viability	MOR-DOR ag
CCOC(=O)N1CCC(NC(=O)c2cc(COc3ccccc3SC)on2)CC1	-15	-1	-4	99	13	1.2	-5	-1	-1.0	-0.3	0.1
CCS(=O)(=O)N1Cc2ccccc2CC1C(=O)Nc1ccc(F)c(F)c1F (centres undefined)	206	2	-4	98	1	1.7	7	-17	0.5	0.8	-0.5
COCCCNC(=S)NNC(=S)Nc1ccccc1	3	x	-6	99	-29	0.8	29	x	1.6	2.5	x
CC(C)(C)C(=O)Nc1ccc(S(=O)(=O)N2CCC(c3nc4ccccc4[nH]3)CC2)cc1	7	10	-4	101	x	7.2	-2	1	4.0	3.3	-1.6
O=C(COC(=O)CNC(=O)c1ccc(Cl)cc1)Nc1cccc(S(=O)(=O)N2CCCC2)c1	-28	9	-3	93	-11	-0.4	-7	6	3.0	2.0	-1.8
CC(=O)c1sc(NC(=O)c2ccc(C)c(C)c2)nc1C	-3	8	4	91	15	2.2	-5	-1	2.5	0.9	-1.5
O=C(Nc1cc(N2CCOCC2)ncn1)Nc1cccc2ccccc12	8	-13	7	80	25	-0.7	3	-18	2.7	2.2	2.3
CC(C)(C)C(=O)/C=C(N)/C=C/c1ccccc1	19	-36	9	106	-8	1.6	3	-14	6.7	1.0	7.0
COCCn1c(NC(=S)NC(=O)C2CC2)cc(=O)[nH]c1=O	6	18	27	x	-7	0.9	-5	0	0.0	0.0	-3.9
CSCC(C)N1CCC(n2nccc2NC(=O)c2ccc3c(c2)OCO3)CC1 (centres undefined)	-11	13	-4	113	5	1.6	9	-8	0.9	-1.6	-2.5
CCN(CC)c1ccc(NC(=O)CCN2C(=O)c3ccccc3S2(=O)=O)c(C)c1	17	6	-5	100	x	0.5	-16	-8	1.3	2.1	-0.9
O=C(NCCCn1ccnc1)c1cc2ccccc2o1	-7	12	11	98	11	1.9	1	-4	-0.7	2.0	-2.3
CCOC(=O)C(C)n1nc(/C=C/c2ccc(OC)cc2)ccc1=O (centres undefined)	-12	6	2	102	-3	5.9	11	-10	3.4	-2.9	-1.1
COC(=O)c1cc(NC(=O)c2c(Cl)nc3sccn23)cc(C(=O)OC)c1	-3	-4	1	106	-35	0.7	14	2	3.5	-0.2	0.8
CCN(CC)C(=O)c1cc2c(=O)oc3ccccc3c2s1	-6	1	-2	107	x	0.2	-8	-3	-3.5	-1.8	-0.1
CN1CCN(CC(=O)NC(=O)NC2CCCCC2)CC1	-9	2	-5	x	11	2.6	0	-7	2.4	1.6	-0.5
Brc1ccc(CSc2nnc(-c3ccco3)o2)cc1	23	-5	13	103	-3	1.5	21	3	2.2	-0.6	0.9
Cc1ccc(S(=O)(=O)Nc2nncs2)cc1	-12	8	1	98	3	0.1	-13	-13	0.0	-0.1	-1.5
O=C(NCC1(c2ccccc2)CCCC1)c1cccc(Br)c1	-11	-35	13	97	17	1.8	-2	4	4.2	0.6	7.8
CCSc1nnc(-c2cc3c(s2)-c2ccccc2CC3)o1	-10	-8	-4	93	52	1.2	4	-5	5.1	0.0	1.7
C/C(CC(=O)Nc1ccc2c(c1)OCO2)=N\NC(=O)c1ccc(N)cc1	19	x	2	96	12	2.6	47	x	1.6	-0.3	x
O=C(COc1ccc(S(=O)(=O)N2CCOCC2)cc1)N1CCc2ccccc2C1	5	1	3	89	36	0.9	31	0	-1.4	-2.0	-0.2
